High-throughput results as filed in PubChem BioAssay.
PPC-1+TRAIL kill – compounds killing PPC-1 cancer cells with TRAIL present, primary screen, TRAIL potentiator project, ATPLite luminescence, uHTS. cell killing (% activity), % at 4 µM. 0.41% of 220,000 active. PPC-1 cells + TRAIL, ATPLite viability luminescence;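 active means cell killing above 50% in the first pass at 4 µM, then a duplicate retest at 5 µM averaging 50% or more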;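 further: plate controls were cells with TRAIL plus DMSO for no effect and medium-only wells lacking cells for full effect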
PGE2 EP2 inh – human EP2 receptor antagonists, primary screen, TR-FRET cAMP, C6 glioma cells; Prostaglandin E2 receptor EP2 subtype (Homo sapiens), P43116; C6 glioma cells expressing human EP2; cells stimulated with saturating PGE2; inhibition, % at 25 µM; 0.52% of 260,000 active;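 active means percent inhibition above 40 after rounding to a whole number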;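 further: rat C6 glioma host cells with rolipram phosphodiesterase inhibitor present; the protocol text gives 20 µM as final concentration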
Target sequence (P43116 whole entry, looked up): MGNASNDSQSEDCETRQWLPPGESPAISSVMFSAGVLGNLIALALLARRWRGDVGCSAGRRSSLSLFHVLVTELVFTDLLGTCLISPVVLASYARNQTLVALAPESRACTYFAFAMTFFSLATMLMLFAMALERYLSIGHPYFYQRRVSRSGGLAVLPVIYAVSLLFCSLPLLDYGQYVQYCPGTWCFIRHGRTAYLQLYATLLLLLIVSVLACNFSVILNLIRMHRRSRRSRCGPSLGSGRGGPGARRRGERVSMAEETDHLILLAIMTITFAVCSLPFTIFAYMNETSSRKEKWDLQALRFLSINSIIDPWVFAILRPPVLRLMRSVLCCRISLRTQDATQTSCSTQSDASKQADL
TRPML3 ag – human TRPML3 channel agonists, primary screen, cell-based, HEK293 TRPML3-YFP, Fluo-8 calcium fluorescence, 3 µM. Mucolipin-3 (Homo sapiens), Q8TDD5. 100% = the carbachol control signal. activation, % at 3 µM. 0.29% of 220,000 active;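 active means activation above its plate's cutoff, the mean activation of the plate's test wells plus 3 SD, cut at about 12% in these data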;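 further: 0% = DMSO only wells and 100% = carbachol wells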
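Material: HEK293 cells stably carrying human TRPML3-YFP; compound dosing: single dose, 3 µM final nominal compound, 0.3% DMSO final; incubation: 1-h 37 °C dye load, 5-s basal, 120-s post-compound reads; technique: Fluo-8 intracellular calcium fluorescence, excitation 470-495 nm, emission 515-575 nm; read-out basis: percent activation from peak-to-basal fluorescence ratio, scaled between DMSO and carbachol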
EP2 mod – EP2 receptor modulators, cAMP readout, primary screen, cell-based, HTRF cAMP, PGE2 stimulation; induction, % at 25 µM; Prostaglandin E2 receptor EP2 subtype (Homo sapiens), P43116; EP2-expressing cells, cAMP HTRF FRET, PGE2 co-stimulation; AID 940, 2007; 0.83% of 260,000 active;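 active means compounds whose cAMP rise, as percent of the full-agonist control response, exceeds 60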;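 further: rat C6 glioma line stably carrying human EP2 under a CMV promoter; the protocol text gives 20 µM as final concentration; 100% = response of wells given 1 µM PGE2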
NPY1 pot ag – NPY-Y1 receptor potentiators or agonists, primary screen, cell-based. Neuropeptide Y receptor type 1 (Homo sapiens), P25929. NPY-Y1 expressing cells, potentiator/agonist activation. activation, % at 3.6 µM. 0.37% of 220,000 active; in the data active means activation above about 33%, passing the limit was not always enough;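 further: cells stimulated with NPY at EC10 then isoproterenol at EC100; 0% = low agonist plus stimulus and 100% = saturating agonist plus stimulus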
Target sequence (P25929 whole entry, looked up): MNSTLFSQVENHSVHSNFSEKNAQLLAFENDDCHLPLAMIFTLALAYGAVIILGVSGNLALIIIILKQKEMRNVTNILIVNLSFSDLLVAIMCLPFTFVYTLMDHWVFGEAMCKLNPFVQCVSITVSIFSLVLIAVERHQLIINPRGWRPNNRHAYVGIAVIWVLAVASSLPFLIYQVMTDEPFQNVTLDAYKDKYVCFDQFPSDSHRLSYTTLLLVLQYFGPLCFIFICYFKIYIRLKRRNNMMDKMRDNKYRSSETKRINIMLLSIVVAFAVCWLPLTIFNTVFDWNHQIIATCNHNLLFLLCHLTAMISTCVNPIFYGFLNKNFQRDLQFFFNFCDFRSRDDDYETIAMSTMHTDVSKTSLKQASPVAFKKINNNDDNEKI
CHOP inh – inhibitors of CHOP promoter induction, primary screen, cell-based, unfolded protein response, luciferase reporter; CHO-K1 CHOP-promoter luciferase, tunicamycin-induced, 15-18 h; inhibition, % at 10 µM; 3.8% of 220,000 active; AID 2732, 2010;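 active means compounds that reduced the stress-induced luciferase reporter signal by more than about 70% of percent inhibition, limit read from the data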;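 further: 0% = tunicamycin plus vehicle and 100% = wells without tunicamycin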
TRPN1 ag – zebrafish TRPN1 channel agonists, primary screen, cell-based, HEK293, calcium fluorescence; 0.18% of 220,000 active; activation, % at 3 µM; HEK293 zebrafish TRPN1-YFP, Fluo-8 calcium fluorescence; 100% = response to 87 µM carbachol; AID 1424, 2008;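 active means activation above its plate's cutoff, the mean activation of test wells on that plate plus 3 SD, cut at about 19% in these data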;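 further: 0% = DMSO alone and 100% = 87 µM carbachol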
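System: zebrafish TRPN1-YFP in HEK293 cells / Dosing: 3 µM single point / Timing: dye loading 1 h at 37 °C, then 30 min room temperature / Signal: Fluo-8 calcium fluorescence, excitation 470-495 nm, emission 515-575 nm / Read-out basis: percent activation from peak over basal fluorescence ratio, control-normalized / Control set: high carbachol 87 µM, low DMSO alone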
14-3-3 Bad inh – inhibitors of 14-3-3 zeta/Bad binding, primary screen, biochemical, TR-FRET, bovine 14-3-3 zeta; TR-FRET 14-3-3zeta/Dy647-pBad peptide displacement, 1 h; inhibition, % at 21.7 µM; 0.71% of 220,000 active; AID 781, 2007;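 active means inhibition above about 70%, limit read from the data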;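 further: 0% = full 14-3-3 plus peptide FRET controls and 100% = background without 14-3-3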
Target sequence (P63103 whole entry, looked up): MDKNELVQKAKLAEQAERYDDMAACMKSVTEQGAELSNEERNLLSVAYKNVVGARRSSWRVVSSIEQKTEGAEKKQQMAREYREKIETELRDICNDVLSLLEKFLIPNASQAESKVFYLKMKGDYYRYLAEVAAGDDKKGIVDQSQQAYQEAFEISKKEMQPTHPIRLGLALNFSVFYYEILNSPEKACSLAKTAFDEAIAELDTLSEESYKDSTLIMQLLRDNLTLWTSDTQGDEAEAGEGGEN
NPY Y1 blocker – NPY-Y1 receptor antagonists, primary screen, cell-based; HEK293-CNG Y1 cells, membrane potential fluorescence; NPY at EC95, then isoproterenol; inhibition, % at 3.6 µM; AID 1040, 2008; 1% of 200,000 active;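 active means inhibition above the campaign mean inhibition of all tested compounds plus 3 SD, cut at about 20% in these data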;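 further: 0% = DMSO wells given NPY plus isoproterenol and 100% = isoproterenol alone without NPY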
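Material: Y1- and CNG-channel-expressing HEK293 cells / Probe or stimulus: NPY 25 nM then isoproterenol 1 µM plus Ro 20-1724 25 µM / Doses: 3.6 µM single dose, DMSO 0.4% / Schedule: compound incubation 1 h at room temperature, readout 45 min post-stimulation / Signal: membrane potential fluorescence / Benchmarks: isoproterenol-only wells as full block versus NPY-plus-isoproterenol wells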
* hit, by the source's call; . = not tested or not shown; & = joins results of further samples; [ ] = another dose, or the depositor's remark. The list is partial, so the mix of outcomes need not match the whole.

1) CN(C)CCNC(=O)C1CC(=O)N(c2ccc(F)c(Cl)c2)C1 (centres undefined)
2) Cc1ccc2nc(Nc3nc(-c4ccccc4)cc(=O)[nH]3)nc(C)c2c1
3) O=C(Nc1ccc(F)cc1F)c1ccc(-n2cccn2)c([N+](=O)[O-])c1
4) CC1CN(c2ncnc3c2c(-c2ccccc2)cn3-c2ccc(F)cc2)CC(C)O1 (centres undefined)
5) O=C(O)CC(NCc1ccco1)C(=O)Nc1cccc(O)c1 (centres undefined)
6) COc1cc(C2Nc3ccccc3C(=O)N2NS(C)(=O)=O)ccc1O (centres undefined)

compound no.	1	2	3	4	5	6
PPC-1+TRAIL kill	4	5	-4	12	-14	12
PGE2 EP2 inh	2	7	12	2	8&5	2
TRPML3 ag	0.8	0.8	0.6	0.8	1.0	0.0
EP2 mod	3	-8	-8	55	2&4	-9
NPY1 pot ag	22	7	14	-19	10	0
CHOP inh	-3	48	20	64	-13	-7
TRPN1 ag	0.5	0.5	2.2	-1.9	1.7	1.7
14-3-3 Bad inh	7[fluorescence artefact?]	19	-4	-21	7	1
NPY Y1 blocker	2	9	-2	0	.	.

Reprinted from the part before: 4 entries; new compounds follow.
3) O=C(Nc1ccc(F)cc1F)c1ccc(-n2cccn2)c([N+](=O)[O-])c1
4) CC1CN(c2ncnc3c2c(-c2ccccc2)cn3-c2ccc(F)cc2)CC(C)O1 (centres undefined)
5) O=C(O)CC(NCc1ccco1)C(=O)Nc1cccc(O)c1 (centres undefined)
6) COc1cc(C2Nc3ccccc3C(=O)N2NS(C)(=O)=O)ccc1O (centres undefined)
7) CC(C)(C)CC(=O)Nc1nnc(C(F)(F)F)s1
8) O=C(OCCCc1ccncc1)c1ccc(S(=O)(=O)N2CCOCC2)cc1
9) O=C(CSC(=S)N1CCOCC1)Nc1nc(=O)c2ccccc2s1
10) O=[N+]([O-])c1cccc(-c2ccc(/C=N/n3c(-c4ccccc4)n[nH]c3=S)o2)c1
11) CCOC(=O)c1c(-c2ccccc2)csc1NC(=O)/C(C#N)=C/c1ccc(OC)c(OC)c1
12) COc1ccc(-c2ccc3nnc(SCC(N)=O)n3n2)cc1

compound no.	3	4	5	6	7	8	9	10	11	12
PPC-1+TRAIL kill	-4	12	-14	12	11	4	36	12	12	1
PGE2 EP2 inh	12	2	8&5	2	17	2	4	10	13	7
TRPML3 ag	0.6	0.8	1.0	0.0	0.4	1.0	1.0	0.1	1.1	0.7
EP2 mod	-8	55	2&4	-9	9	2	-21	14	33	11
NPY1 pot ag	14	-19	10	0	-17	16	-9	-12	-18	4
CHOP inh	20	64	-13	-7	30	28	-2	-31	21	-6
TRPN1 ag	2.2	-1.9	1.7	1.7	0.0	0.8	1.5	1.3	1.7	-0.2
14-3-3 Bad inh	-4	-21	7	1	-6	1[fluorescence artefact?]	-7[fluorescence artefact?]	51	-16[fluorescence artefact?]	-3
NPY Y1 blocker	-2	0	.	.	3	-1	5	-1	4	1

13) O=C(NCCc1ccccc1)c1ccc(Cl)c([N+](=O)[O-])c1
14) CCN(CC)c1ccc(NC(=O)c2cncc(Br)c2)cc1
15) O=C(O)c1cc(-c2ccc(Cl)cc2)n[nH]1
16) O=C(CNC(=O)c1ccccc1)NCCO
17) CC(=O)c1c(C)[nH]c(C(=O)Nc2ccc(C)c(S(=O)(=O)N(C)C)c2)c1C
18) Fc1ccc(C2=Nc3cccc4cccc(c34)N2)cc1

compound no.	13	14	15	16	17	18
PPC-1+TRAIL kill	12	20	13	0	16	-7
PGE2 EP2 inh	11	13	12	4	7	5
TRPML3 ag	-0.7	0.6	0.5	0.5	0.3	0.6
EP2 mod	-15	-22	13	-4	8	-33
NPY1 pot ag	6	3	6	17	20	-4
CHOP inh	-28	40	9	13	-21	-17
TRPN1 ag	0.0	-0.6	0.9	1.9	0.0	0.5
14-3-3 Bad inh	-17	3	-10	5	-5	-5
NPY Y1 blocker	6	-2	-4	6	-1	0

19) Cc1nnc(SCC(=O)NCc2ccccc2)n1-c1ccccc1
20) Cc1ccc(NC(=S)N(CCN(C)C)C(C)c2cccnc2)c(C)c1 (centres undefined)
21) Cn1c(=O)c2c(nc(CN3CCCCC3)n2CCc2ccccc2)n(C)c1=O
22) CCOC(=O)C1=c2s/c(=C\c3cccnc3)c(=O)n2C(N)=C(C(=O)OC)C1c1cccnc1 (centres undefined)
23) Cc1cccc(N=CC=C2OC(C)(C)C(C)(C)O2)c1
24) COC(=O)c1c(NC(=O)CN2CCN(S(=O)(=O)c3ccccc3[N+](=O)[O-])CC2)sc2c1CCC(C)C2 (centres undefined)

compound no.	19	20	21	22	23	24
PPC-1+TRAIL kill	13	1	3	19	34	11
PGE2 EP2 inh	15	6	11	11	8	1
TRPML3 ag	0.8	0.1	0.4	0.4	0.8	0.4
EP2 mod	21	-14	15	8	-38	18
NPY1 pot ag	2	9	-29	-2	-27	-5
CHOP inh	23	27	30	1	8	31
TRPN1 ag	-0.5	2.3	0.1	0.0	1.7	2.1
14-3-3 Bad inh	7	-1	3	55[fluorescence artefact?]	-12	-2[fluorescence artefact?]
NPY Y1 blocker	9	3	9	5	-1	1

25) Cc1ccc(N(C(=O)Cc2c[nH]c3ccccc23)C(C(=O)NC2CCCCC2)c2ccco2)cc1 (centres undefined)
26) CCOc1ccc(C2C(C(=O)O)c3ccccc3C(=O)N2CCN2CCOCC2)cc1 (centres undefined)
27) COc1cc(OC)c(C2=NOC(C(=O)N3CCN(C(=O)c4ccco4)CC3)C2)cc1Cl (centres undefined)
28) CC(=O)NC(Cc1ccc(F)cc1)C(=O)NC1CCN(c2nnnn2-c2ccccc2)CC1 (centres undefined)
29) COc1ccc(-n2nnnc2SCC(=O)c2ccc3c(c2)OCCO3)c(OC)c1
30) Cc1ccn2cc(-c3cnoc3C)nc2c1

compound no.	25	26	27	28	29	30
PPC-1+TRAIL kill	4	0	21	11	-4	-2
PGE2 EP2 inh	4	6	-1	17	.	21
TRPML3 ag	-0.7	0.9	1.3	0.0	0.8	0.2
EP2 mod	53	17	-3	-10	-22	-2
NPY1 pot ag	16	0	8	5	10	7
CHOP inh	88*	-8	-1	-9	54	8
TRPN1 ag	-0.2	0.3	-1.6	-0.1	1.3	-1.0
14-3-3 Bad inh	7	-1	-3	-2[fluorescence artefact?]	6	-15[fluorescence artefact?]
NPY Y1 blocker	4	4	-9	-3	2	4

31) CN(C)S(=O)(=O)N(CC(=O)Nc1ccccc1)c1ccccc1
32) O=C(CC1NCCNC1=O)Nc1cc(Cl)cc(Cl)c1 (centres undefined)
33) CCOC(=O)CCCC(=O)N1CCOCCOCCOCC1
34) CCOC(=O)C1CCN(S(=O)(=O)c2ccc(Cl)nc2)CC1
35) CCc1ccc(NC(=O)CS(=O)CC(=O)NCCCc2ccccc2)cc1 (centres undefined)
36) CCn1c(COc2ccccc2C)nnc1SCC(=O)N1CCN(c2ccccc2)CC1

compound no.	31	32	33	34	35	36
PPC-1+TRAIL kill	8	8	9	8	-2	10
PGE2 EP2 inh	3	11	5	15	10	.
TRPML3 ag	0.8	0.8	1.0	0.1	0.5	1.4
EP2 mod	25	3	-5	-12	-8	18
NPY1 pot ag	-25	-6	10	20	1	-18
CHOP inh	9	3	2	15	76*	30
TRPN1 ag	-1.5	0.8	1.5	0.5	-0.2	6.0
14-3-3 Bad inh	-2[fluorescence artefact?]	1	2	-17	8	4
NPY Y1 blocker	3	1	.	.	-3	-3

37) CCC(NC(=O)NCc1ccc2c(c1)OCO2)(C(F)(F)F)C(F)(F)F
38) CC(NS(C)(=O)=O)C(c1cccs1)N1CCN(C)CC1 (centres undefined)
39) CC(C)(C)N(Cc1cc2ccccc2[nH]c1=O)C(=O)C1CCCCC1
40) O=C(O)CCn1nnc(-c2cccs2)n1
41) O=C(N/N=C/c1ccc(-c2ccc(Br)cc2)o1)c1ccc2c(c1)OCO2
42) c1ccc(-c2cc(-c3nc(-c4ccccn4)no3)c3ccccc3n2)cc1
43) CC(C)(CN1CCN(C(c2ccccc2)c2ccccc2)CC1)NS(=O)(=O)c1ccccc1
44) Cc1ccc(S(=O)(=O)N(C)C)cc1-n1c(SCC(=O)Nc2ccc(F)cc2Cl)nc2ccccc2c1=O

compound no.	37	38	39	40	41	42	43	44
PPC-1+TRAIL kill	-1	5	5	6	-1	.	3	-3
PGE2 EP2 inh	4	7	7	2	3	19	8	2
TRPML3 ag	-0.3	0.8	0.3	1.2	0.8	0.6	1.8	0.3
EP2 mod	6	24	21	4	-69	.	29	-1
NPY1 pot ag	-23	2	4	-14	-8	0	-10	-9
CHOP inh	29	26	-14	7	-17	.	13	21
TRPN1 ag	-1.5	1.1	0.3	2.6	0.5	0.1	-0.4	1.1
14-3-3 Bad inh	4	2	2[fluorescence artefact?]	-14[fluorescence artefact?]	-14	.	1	-29[fluorescence artefact?]
NPY Y1 blocker	4	-5	2	1	21*	3	.	17
